Assay outcomes (PubChem)
EPAC1 agonist – activates human EPAC1 exchange factor; O95398; EPAC1 agonist qHTS, biochemical assay; response scale: 100% = response to 6.5 mM cAMP; Potency, µM (top dose mostly 154 µM), inactives show at the top dose activation, actives largely listed as activators; hit rate 0.073% among 360,000; note: potency is the fitted concentration of half-maximal effect; nearly all actives have a fitted effect of over 60% in size
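Compounds were pinned as a concentration titration into mixtures of EPAC1 (100 nM), BODIPY-GDP-loaded Rap1B (250 nM) and GDP (50 uM). After 5 min at room temperature, fluorescence was followed for 30 min; activity was scaled to 6.5 mM cAMP.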
PLK1 PBD inh – blocks phosphopeptide binding to human PLK1 polo-box domain. Potency, µM, without a hit: max response, negative = inhibition, hits mostly inhibitors. hit rate 2.8% among 360,000. AID 720504. P53350. Plk1 PBD binding of FITC phosphopeptide, fluorescence polarization; note: potency is the fitted concentration of half-maximal effect; series mostly up to about 57 µM; % is set by controls: 0 for no effect and ±100 for the full control effect; nearly all actives have a fitted effect of over 65% in size
Target sequence (P53350 whole entry, looked up, the tested form may be a part): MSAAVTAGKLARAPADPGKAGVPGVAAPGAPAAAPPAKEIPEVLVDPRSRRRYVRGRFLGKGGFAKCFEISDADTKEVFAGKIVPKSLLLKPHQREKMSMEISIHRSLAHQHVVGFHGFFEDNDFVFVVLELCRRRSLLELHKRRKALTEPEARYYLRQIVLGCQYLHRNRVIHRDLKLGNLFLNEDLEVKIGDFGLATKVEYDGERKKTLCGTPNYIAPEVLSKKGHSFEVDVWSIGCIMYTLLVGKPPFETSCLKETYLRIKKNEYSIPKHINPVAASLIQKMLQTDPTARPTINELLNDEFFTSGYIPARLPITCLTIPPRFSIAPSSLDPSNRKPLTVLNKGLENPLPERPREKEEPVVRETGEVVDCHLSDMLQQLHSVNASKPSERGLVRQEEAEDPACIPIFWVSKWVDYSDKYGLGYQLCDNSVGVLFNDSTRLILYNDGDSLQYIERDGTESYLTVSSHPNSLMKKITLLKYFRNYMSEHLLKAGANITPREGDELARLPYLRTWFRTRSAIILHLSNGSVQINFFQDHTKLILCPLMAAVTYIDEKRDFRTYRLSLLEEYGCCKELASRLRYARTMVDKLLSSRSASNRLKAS
aSyn yeast inh – inhibitors of alpha-synuclein toxicity in yeast; Yeast expressing alpha-synuclein, growth rescue, BacTiter-Glo, 24 h; Potency, µM (titrated, usually from 46.1 µM), for the others: at the highest dose growth rescue (activation), most hits filed as activators; hit rate 0.14% among 370,000; AID 652106; note: potency is the fitted concentration of half-maximal effect; % of control where 0% means no effect; nearly all actives have a fitted effect of over 65% in size
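Rescue of yeast growth: cells expressing toxic alpha-synuclein, induced in galactose at OD600 0.02, incubated with compound 24 h at 30 C. ATP luminescence quantified growth; inhibitors of toxicity appear as activators.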
WRN helicase inh – blocks human WRN helicase. Q14191. WRN helicase unwinding, fluorescent forked duplex, kinetic. Potency, µM (titrated, usually from 114 µM), without a hit: at the highest dose activity change, negative = inhibition, actives largely listed as inhibitors. hit rate 0.46% among 360,000; note: potency is the fitted concentration of half-maximal effect; % is set by controls: 0 for no effect and ±100 for the full control effect; nearly all actives have a fitted effect of over 55% in size
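WRN at 20 nM final preincubated with compound 15 min at room temperature; reaction started with 100 nM fluorophore/quencher forked duplex oligonucleotide and 2 mM ATP final. Unwinding followed kinetically by red fluorescence (ex 525, em 598 nm).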
EPAC1 antagonist – EPAC1 (human) antagonism; O95398; EPAC1 GEF assay, Rap1b-BODIPY-GDP exchange fluorescence; Potency, µM (titrated, usually from 115 µM), without a hit: top-dose activity change, negative = inhibition, most hits filed as inhibitors; hit rate 0.14% among 360,000; AID 720709;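 note: potency is the fitted concentration of half-maximal effect; plate controls were vehicle for no effect and positive control for full effect; nearly all actives have a fitted effect of over 50% in size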
FUS suppressor – suppressors of FUS proteinopathy in yeast | S. cerevisiae FUS-expressing, growth rescue, OD600, 24 h | Potency, µM (titrated, usually from 76.6 µM), without a hit: top-dose growth rescue (activation), most hits filed as activators | hit rate 0.24% among 390,000;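 note: potency is the fitted concentration of half-maximal effect; plate controls were DMSO vehicle for no effect and reference control for full effect; nearly all actives have a fitted effect of over 55% in size; some results filed as inactive show a strong effect at the top dose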
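Cultures pregrown in 2.5% raffinose medium are shifted to minimal medium containing 2% galactose to express toxic FUS. Compounds are tested at several concentrations. After 24hr at 30C, growth is quantified at 600 nm absorbance.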
Abeta yeast res – A-beta toxicity reversal in yeast; hit rate 0.063% among 410,000; Potency, µM (titrated, usually from 46.1 µM), without a hit: at the top dose growth rescue, usual class: activators; yeast expressing A-beta42, growth rescue, OD600, 48 h; response scale: 0% DMSO, 100% iron-clioquinol control; AID 1347071; note: potency is the fitted concentration of half-maximal effect; nearly all actives have a fitted effect of over 55% in size
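Growth rescue measured by 600 nm absorbance after 48 h yeast culture at 30 C with compound. Values normalized between DMSO and an equimolar ferric chloride plus clioquinol control.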
IL-2 act – activators of IL-2; hit rate 0.065% among 360,000; IL-2 activation reporter assay, cell-based qHTS; stimulated with anti-CD3/CD4/CD28 beads; in transgenic mouse T cells; AID 652025; activation, % (series mostly up to about 46 µM); in the data active = activation above about 50%; inconclusive = mostly about 30% to 49%; note: 0% is about no effect
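Readout is EGFP and DsRed signal by fluorescent plate cytometry after 18 h at 37 degrees C. Transgenic mouse T cells (750/well) received compound for 60 min before bead stimulation (anti-CD3, anti-CD4, anti-CD28); memory T cells served as non-tolerant control.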
PI5P4K alpha inh – blocks human PI5P4K alpha kinase activity; P48426; PI5P4Kalpha enzyme, ADP-Glo luminescence, 60 min; stronger effect = lower value; max response, %; hit rate 1.2% among 330,000; AID 652105; active = max response of -50% or lower; inconclusive = between -30% and -50%; inactive = -30% or higher; note: value at the top dose of about 77 µM; % is set by controls: 0 for no effect and ±100 for the full control effect
Target sequence (P48426 whole entry, looked up): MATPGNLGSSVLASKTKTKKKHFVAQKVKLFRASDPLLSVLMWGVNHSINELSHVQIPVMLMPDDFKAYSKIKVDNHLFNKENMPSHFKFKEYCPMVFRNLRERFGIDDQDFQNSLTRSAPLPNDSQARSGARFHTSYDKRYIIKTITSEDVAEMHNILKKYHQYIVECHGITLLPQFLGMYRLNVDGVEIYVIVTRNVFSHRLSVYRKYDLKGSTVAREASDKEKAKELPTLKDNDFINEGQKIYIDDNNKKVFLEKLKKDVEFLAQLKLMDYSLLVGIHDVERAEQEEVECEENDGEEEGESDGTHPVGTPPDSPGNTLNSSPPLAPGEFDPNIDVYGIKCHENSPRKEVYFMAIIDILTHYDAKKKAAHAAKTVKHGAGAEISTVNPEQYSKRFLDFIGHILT
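Enzyme plus substrate dispensed, test compounds pinned in, then ATP (5 microM final) added. After 60 min at RT, ADP-Glo reagent 1 for 45 min and reagent 2 for 30 min preceded luminescence imaging.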
* = called active by the depositor; [ ] = remark or other dose. Unless noted, calls come from the whole dose curve; as a rule, active = well fitted curve in the direction sought with a large enough effect; inconclusive = small, poorly fitted or top-dose-only effect, or another doubt; inactive = no such curve, though single readings can be large; an effect the other way counts as inactive or inconclusive.

Screening O=C(NCc1ccco1)/C(=C\c1cccs1)NC(=O)c1ccsc1 returned EPAC1 agonist 10%, PLK1 PBD inh -6%, aSyn yeast inh 4%, WRN helicase inh -21%, EPAC1 antagonist -21%, FUS suppressor 18%, Abeta yeast res 4%, IL-2 act 0.9 and PI5P4K alpha inh 4.
CCCCN1C(=O)C(CC(=O)NCc2ccco2)CC(C(=O)N(CC)CC)=C1C (stereo not drawn) was read as EPAC1 agonist -1%, PLK1 PBD inh 0%, aSyn yeast inh 7%, WRN helicase inh 6%, EPAC1 antagonist 7%, FUS suppressor -14%, Abeta yeast res 5%, IL-2 act -0.1 and PI5P4K alpha inh 1.
Screening O=c1oc2ccccc2n1CCn1c2ccccc2c2nc3ccccc3nc21 returned EPAC1 agonist -8%, PLK1 PBD inh -7%, aSyn yeast inh 2%, WRN helicase inh -14%, EPAC1 antagonist -11%, FUS suppressor -1%, Abeta yeast res 2%, IL-2 act 0.0 and PI5P4K alpha inh -5.
Screening Cc1c(Cl)c([N+](=O)[O-])nn1CC(=O)NC1CCCCC1 returned EPAC1 agonist 0%, PLK1 PBD inh -9%, aSyn yeast inh -2%, WRN helicase inh 2%, EPAC1 antagonist -7%, FUS suppressor 8%, Abeta yeast res -1%, IL-2 act -0.4 and PI5P4K alpha inh -5.
Screening COc1ccc(Cl)cc1S(=O)(=O)N1CCCC(C(=O)NCc2ccncc2)C1 (stereo not drawn) returned EPAC1 agonist 11%, PLK1 PBD inh -12%, aSyn yeast inh -1%, WRN helicase inh -27%, EPAC1 antagonist -13%, Abeta yeast res -6%, IL-2 act -1.6 and PI5P4K alpha inh -6.
O=C(OCc1nc(-c2ccccc2Cl)no1)c1ccco1 was read as EPAC1 agonist 6%, PLK1 PBD inh 6%, aSyn yeast inh 5%, WRN helicase inh -4%, EPAC1 antagonist -1%, Abeta yeast res 6%, IL-2 act -1.1 and PI5P4K alpha inh 4.
For COc1ccc(/C(=C\Nc2ccc(C)c(C)c2)C(C)=O)cc1OC the results were EPAC1 agonist 1%, PLK1 PBD inh -6%, aSyn yeast inh -2%, WRN helicase inh -3%, EPAC1 antagonist -16%, FUS suppressor 11%, Abeta yeast res 0%, IL-2 act -0.3 and PI5P4K alpha inh 1.
Screening C[N+](C)(C)c1ccc(/C=N/Nc2nc(Cl)c(C#N)c(Cl)c2Cl)cc1 returned EPAC1 agonist -7%, PLK1 PBD inh 20%, aSyn yeast inh -11%, WRN helicase inh 18%, EPAC1 antagonist 16%, FUS suppressor 12%, Abeta yeast res -5%, IL-2 act 0.7 and PI5P4K alpha inh -11.
Screening Cc1occc1C(=O)Nc1cccc(Cl)c1Cl returned EPAC1 agonist -4%, PLK1 PBD inh -9%, aSyn yeast inh -6%, WRN helicase inh 2%, EPAC1 antagonist 0%, FUS suppressor -11%, Abeta yeast res -12%, IL-2 act -2.5 and PI5P4K alpha inh -11.
For Cc1ccc(Oc2ccccc2NC(=O)C2=COCCO2)cc1 the results were EPAC1 agonist -1%, PLK1 PBD inh -1%, aSyn yeast inh 7%, WRN helicase inh -21%, EPAC1 antagonist -22%, FUS suppressor 16%, Abeta yeast res 35%, IL-2 act 3.5 and PI5P4K alpha inh 7.
Screening CCCCCC(=O)N1C[C@H](n2cc(COC(=O)c3ccccc3)nn2)[C@@H](O)C[C@@H]1c1ccccc1 returned EPAC1 agonist 2%, PLK1 PBD inh 0%, aSyn yeast inh 1%, WRN helicase inh -4%, EPAC1 antagonist -19%, FUS suppressor 1%, Abeta yeast res 3%, IL-2 act -1.4 and PI5P4K alpha inh 6.
CN(C)/C=N/c1sc2c(c1C#N)CCCC2 was read as EPAC1 agonist -7%, PLK1 PBD inh -4%, aSyn yeast inh 1%, WRN helicase inh -5%, EPAC1 antagonist -9%, FUS suppressor 14%, Abeta yeast res -16%, IL-2 act 0.0 and PI5P4K alpha inh 0.
O=C1NCC(NC(=O)C(F)(F)F)c2cc3c(cc21)OCO3 (stereo not drawn) was read as EPAC1 agonist -3%, PLK1 PBD inh -9%, aSyn yeast inh -7%, WRN helicase inh -2%, EPAC1 antagonist -27%, FUS suppressor -5%, Abeta yeast res -6%, IL-2 act -1.0 and PI5P4K alpha inh 6.
COC(=O)c1cc(OC)c(OC)cc1NC(=S)Nc1cc(Cl)ccc1OC was read as EPAC1 agonist 1%, PLK1 PBD inh inconclusive, aSyn yeast inh 11%, WRN helicase inh -16%, EPAC1 antagonist 1%, FUS suppressor 34%, Abeta yeast res 7%, IL-2 act -0.7 and PI5P4K alpha inh 1.
For Cn1c(CC(=O)Nc2ccccc2F)nnc1SCC(=O)NC1=NCCS1 the results were EPAC1 agonist 13%, PLK1 PBD inh -4%, aSyn yeast inh -4%, WRN helicase inh -9%, EPAC1 antagonist inconclusive, FUS suppressor 8%, Abeta yeast res 6%, IL-2 act -1.3 and PI5P4K alpha inh -3.
Screening O=C(Nc1sc2c(c1-c1nc3ccccc3[nH]1)CCCC2)C1CCCC1 returned EPAC1 agonist 2%, PLK1 PBD inh -5%, aSyn yeast inh 5%, WRN helicase inh 1%, EPAC1 antagonist -10%, FUS suppressor 37%, Abeta yeast res -7%, IL-2 act -1.6 and PI5P4K alpha inh -1.
For CCC(C(=O)OCC(=O)Nc1ccc2[nH]c(=O)[nH]c2c1)c1ccccc1 (stereo not drawn) the results were EPAC1 agonist 10%, PLK1 PBD inh -10%, aSyn yeast inh -8%, WRN helicase inh -16%, EPAC1 antagonist -8%, FUS suppressor 23%, Abeta yeast res -2%, IL-2 act -5.0 and PI5P4K alpha inh -9.
For COc1ccccc1N1CCN(C(=S)Nc2cccc(C)c2)CC1 the results were EPAC1 agonist -1%, PLK1 PBD inh -3%, aSyn yeast inh -8%, WRN helicase inh -6%, EPAC1 antagonist -7%, FUS suppressor 3%, Abeta yeast res inconclusive, IL-2 act -0.9 and PI5P4K alpha inh 2.
Screening CN(C)C1=NCCN1CCCC1CCCCC1 returned EPAC1 agonist -6%, PLK1 PBD inh -6%, aSyn yeast inh -4%, WRN helicase inh 3%, EPAC1 antagonist -4%, FUS suppressor -10%, Abeta yeast res -23%, IL-2 act -0.4 and PI5P4K alpha inh -5.
`Cc1ncoc1C(=O)N1CCCC(C(=O)c2ccc(-c3ccccc3)c(F)c2)C1` (stereo not drawn) gave EPAC1 agonist 17%, PLK1 PBD inh -3%, aSyn yeast inh -40%[inhibitor], WRN helicase inh -11%, EPAC1 antagonist 8%, FUS suppressor inconclusive, Abeta yeast res -83%[inhibitor], IL-2 act 0.2 and PI5P4K alpha inh 9.
Cc1ccc(-n2nc3cc(C)c(NC(=S)NC(=O)/C=C/c4ccco4)cc3n2)cc1 was read as EPAC1 agonist 10%, PLK1 PBD inh -16%, aSyn yeast inh 9%, WRN helicase inh -7%, EPAC1 antagonist -1%, FUS suppressor 10%, Abeta yeast res -12%, IL-2 act -0.8 and PI5P4K alpha inh -20.
CN1CCC(=NNC(=O)CN(c2cccc(Br)c2)S(C)(=O)=O)CC1 was read as EPAC1 agonist -6%, PLK1 PBD inh -4%, aSyn yeast inh -5%, WRN helicase inh -13%, EPAC1 antagonist 5%, Abeta yeast res -12%, IL-2 act -3.8 and PI5P4K alpha inh -4.
For Cc1nc2nc(C)n(-c3ccccc3)c2s1 the results were EPAC1 agonist 0%, PLK1 PBD inh inconclusive, aSyn yeast inh -1%, WRN helicase inh -6%, EPAC1 antagonist -7%, FUS suppressor -22%, Abeta yeast res -7%, IL-2 act 0.0 and PI5P4K alpha inh inconclusive.
O=C(Nc1cc(Cl)ccc1-n1cncn1)C1CC1 was read as EPAC1 agonist 2%, PLK1 PBD inh 4%, aSyn yeast inh -6%, WRN helicase inh -7%, EPAC1 antagonist -3%, FUS suppressor 11%, Abeta yeast res 5%, IL-2 act -0.5 and PI5P4K alpha inh 6.
CCNc1nc(-c2ccc(OC(F)F)cc2)c(C)s1 was read as EPAC1 agonist -10%, PLK1 PBD inh -16%, aSyn yeast inh -5%, WRN helicase inh -6%, EPAC1 antagonist 11%, FUS suppressor 24%, Abeta yeast res 3%, IL-2 act -2.1 and PI5P4K alpha inh -11.
`O=C1Nc2ccc([N+](=O)[O-])cc2C1(O)N1CCCCCC1` (stereo not drawn) gave EPAC1 agonist -1%, PLK1 PBD inh -14%, aSyn yeast inh -3%, WRN helicase inh -7%, EPAC1 antagonist 0%, FUS suppressor 17%, Abeta yeast res 4% and IL-2 act -1.4.
Cc1cnc(C(=O)N(CCCn2ccnc2)C2C(=O)Nc3ccccc3N=C2c2ccccc2)cn1 (stereo not drawn) was read as EPAC1 agonist -3%, PLK1 PBD inh -6%, aSyn yeast inh -2%, WRN helicase inh -9%, EPAC1 antagonist -11%, FUS suppressor -1%, Abeta yeast res -15%, IL-2 act 0.5 and PI5P4K alpha inh -5.
Screening COc1ccc(N(C)C(=O)c2ccc3snnc3c2)cc1 returned EPAC1 agonist -2%, PLK1 PBD inh -5%, aSyn yeast inh -2%, WRN helicase inh 1%, EPAC1 antagonist -4%, FUS suppressor -20%, Abeta yeast res -7%, IL-2 act -2.4 and PI5P4K alpha inh -3.

Of the compounds above, these contain two or more sulfur atoms.
Screening O=C(NCc1ccco1)/C(=C\c1cccs1)NC(=O)c1ccsc1 returned EPAC1 agonist 10%, PLK1 PBD inh -6%, aSyn yeast inh 4%, WRN helicase inh -21%, EPAC1 antagonist -21%, FUS suppressor 18%, Abeta yeast res 4%, IL-2 act 0.9 and PI5P4K alpha inh 4.
For Cn1c(CC(=O)Nc2ccccc2F)nnc1SCC(=O)NC1=NCCS1 the results were EPAC1 agonist 13%, PLK1 PBD inh -4%, aSyn yeast inh -4%, WRN helicase inh -9%, EPAC1 antagonist inconclusive, FUS suppressor 8%, Abeta yeast res 6%, IL-2 act -1.3 and PI5P4K alpha inh -3.
